Screening data (PubChem BioAssay)
uPA generation – inhibitors of cell surface uPA generation | cell surface uPA generation assay, qHTS | 330,000 compounds, 0.31% hits | Potency, µM (titrated, usually from 38.3 µM), for the others: at the top dose activity change, negative = inhibition, hits mostly inhibitors | AID 540303; active = well fitted inhibition curve with a large enough effect; inconclusive = small, poorly fitted or top-dose-only effect; inactive = no such curve, though single readings can be large or run the other way; tested in mouse RAW 264.7 cells; note: potency is the fitted concentration of half-maximal effect; % is set by controls: 0 for no effect and ±100 for the full control effect; nearly all actives have a fitted effect of over 55% in size
ELG1 genotoxic – induces genotoxicity in HEK293T cells with luciferase-tagged ELG1; HEK293T ELG1-luciferase reporter, luminescence, 16 h; Potency, µM (doses to about 46 µM), without a hit: at the highest dose activity change, positive = activation, usual class: activators; 330,000 compounds, 1.3% hits; note: potency is the fitted concentration of half-maximal effect; % of control where 0% means no effect; nearly all actives have a fitted effect of over 60% in size
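ELG1-luciferase HEK293T cells, 2,000/well; compound pinned in; 16 hr, 37 °C, 5% CO2; ONE-Glo, 30 min RT; luminescence on CCD imager.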
B2AR arrestin – beta2AR (human) beta-arrestin recruitment activity. 330,000 compounds, 0.02% hits. Potency, µM (series often up to 46.1 µM), for the others: top-dose activation, actives largely listed as activators. P07550. beta-arrestin recruitment to beta2AR, cell-based reporter;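 note: potency is the fitted concentration of half-maximal effect; 0% = DMSO controls and full agonism = EC100 isoproterenol or metaproterenol; nearly all actives have a fitted effect of over 65% in size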
Target sequence (P07550 whole entry, looked up): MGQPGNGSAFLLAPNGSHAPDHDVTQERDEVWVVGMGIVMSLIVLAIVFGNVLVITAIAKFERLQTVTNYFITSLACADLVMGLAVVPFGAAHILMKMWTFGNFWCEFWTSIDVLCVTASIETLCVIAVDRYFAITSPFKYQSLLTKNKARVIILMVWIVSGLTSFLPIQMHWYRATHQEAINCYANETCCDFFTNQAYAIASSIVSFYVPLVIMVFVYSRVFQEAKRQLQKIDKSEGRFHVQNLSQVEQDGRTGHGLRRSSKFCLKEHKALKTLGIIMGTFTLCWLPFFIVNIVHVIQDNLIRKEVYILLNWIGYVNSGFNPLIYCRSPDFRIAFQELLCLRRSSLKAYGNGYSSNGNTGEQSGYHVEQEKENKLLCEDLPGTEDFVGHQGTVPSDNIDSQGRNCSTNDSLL
USP2a block – USP2a (human) protease inhibition; O75604; USP2 core, Ub-CHOP2 coupled fluorogenic reporter, 485/531; Potency, µM (series often up to 38.3 µM), for inactives: at the top dose activity change, negative = inhibition, actives largely listed as inhibitors; 330,000 compounds, 0.01% hits;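 note: potency is the fitted concentration of half-maximal effect; plate controls were DMSO wells for no effect and full inhibition by NEM control for full effect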
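USP2 core (10nM final) preincubated 30min RT with compound in 20mM Tris-HCl pH 8.0, 2mM CaCl2, 2mM beta-mercaptoethanol, 0.05% CHAPS; 25nM Ub-CHOP2 plus 25nM reporter substrate added, fluorescence (Ex485/Em531) read after 60min.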
Integrin act MD – activators of alpha7 integrin expression for muscular dystrophy; alpha7betagal myoblasts, beta-gal FDG fluorescence, 48 h; Potency, µM (top dose mostly 38.3 µM), without a hit: at the highest dose activation, actives largely listed as activators; 350,000 compounds, 0.064% hits;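 note: potency is the fitted concentration of half-maximal effect; 100% = response of the positive control SU9516; nearly all actives have a fitted effect of over 60% in size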
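alpha7betagal+/- myoblasts (passage 13, 250/well) treated 48 h at 37C with compounds at 1:260 dilution of DMSO stock. Lysed, then beta-galactosidase activity read as FDG fluorescence (ex 480/em 540) after 30 min, with pre-read for autofluorescence.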
BRCA1 expr up – increases BRCA1 expression. MCF7-BRCA1-FFLuc reporter, luminescence, 48 h; response scale: scaled: vehicle 0%, 10 µM genistein 100%. Potency, µM (series often up to 46.1 µM), for the others: at the highest dose activation, hits mostly activators. 380,000 compounds, 1.1% hits; note: potency is the fitted concentration of half-maximal effect; nearly all actives have a fitted effect of over 80% in size; some results filed as inactive show a strong effect at the top dose
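First, MCF7-BRCA1-FFLuc cells (2000/well) attach for 2 h; next, compounds are pin-added and incubated 48 h at 37 °C; finally, luciferase reagent is added and luminescence read after 15 min.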
Eya2 phos inh – inhibitors of human Eya2 phosphatase activity; O00167; recombinant Eya2, OMFP fluorescence dephosphorylation (OMFP is methylfluorescein phosphate); Potency, µM (doses to about 76.9 µM), without a hit: at the top dose activity, negative = inhibition, usual class: inhibitors; 330,000 compounds, 0.006% hits; AID 488837; note: potency is the fitted concentration of half-maximal effect; % is set by controls: 0 for no effect and ±100 for the full control effect
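Eya2 (0.2 uM) preincubated 10 min at ambient with compound, then OMFP substrate added at 50 uM; 10 min reaction in 50 mM HEPES pH 7.5, 50 mM NaCl, 5 uM MgCl2, 0.05% BSA, 1 mM DTT. Fluorescence read at Ex 485/Em 525 nm.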
p53 reactivation – mutant p53 re-activation in reporter cells; Potency, µM (doses to about 92.2 µM), for the others: at the highest dose activity change, positive = activation, actives largely listed as activators; 320,000 compounds, 0.063% hits; H1299 p53-A138V BP100-luciferase reporter, luminescence, 24 h; note: potency is the fitted concentration of half-maximal effect; % of control where 0% means no effect; nearly all actives have a fitted effect of over 45% in size
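H1299 (p53-null), stable ts p53-A138V + BP100-Luc; 1000 cells/well, Opti-MEM/10% FBS; cpd 4 pt, 1:5; 24 h, 37 deg C, 5% CO2; detection reagent 10 min RT; luminescence.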
ASM inhibitor – human S-ASM enzyme inhibition; P17405; placental ASM, HMU-PC fluorogenic substrate, 60 min; Potency, µM (top dose mostly 57.5 µM), inactives show top-dose activity change, negative = inhibition, hits mostly inhibitors; 340,000 compounds, 0.006% hits; note: potency is the fitted concentration of half-maximal effect
Target sequence (P17405 47-631 limits assumed): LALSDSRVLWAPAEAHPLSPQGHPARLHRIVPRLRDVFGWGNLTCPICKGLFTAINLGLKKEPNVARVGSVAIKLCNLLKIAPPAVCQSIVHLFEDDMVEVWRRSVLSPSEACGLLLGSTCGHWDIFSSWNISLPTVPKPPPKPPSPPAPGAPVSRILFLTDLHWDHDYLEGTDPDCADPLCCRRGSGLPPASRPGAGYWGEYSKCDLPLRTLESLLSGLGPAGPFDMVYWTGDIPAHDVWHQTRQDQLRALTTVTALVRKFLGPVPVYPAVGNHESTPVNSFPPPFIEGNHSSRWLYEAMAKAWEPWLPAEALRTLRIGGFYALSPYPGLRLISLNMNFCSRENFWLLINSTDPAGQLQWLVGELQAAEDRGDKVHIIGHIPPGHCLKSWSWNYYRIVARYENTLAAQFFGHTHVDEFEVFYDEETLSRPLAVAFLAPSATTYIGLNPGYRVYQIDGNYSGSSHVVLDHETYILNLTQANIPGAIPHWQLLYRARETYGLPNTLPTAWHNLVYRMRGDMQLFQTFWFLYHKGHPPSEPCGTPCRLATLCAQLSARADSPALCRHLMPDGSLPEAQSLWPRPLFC
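Human placenta-derived ASM preincubated with compound 10 min at room temperature, then reacted with 9 uM (final) fluorogenic HMU-PC substrate for 60 min at 37 C. Stop solution raises pH to 10; fluorescence read at Ex 386/Em 447 nm.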
TRPV1 ag – agonists of human vanilloid receptor 1 (TRPV1); activation, % at 8.33 µM; TRPV1-expressing cells, Fluo-8 calcium influx, agonist mode; 320,000 compounds, 0.19% hits; Q8NER1; in the data active = activation above about 80%; inconclusive = between about 30% and that limit; note: 0% is about no effect
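Cells expressing TRPV1 were dye-loaded with Fluo-8 and read kinetically: 10 s baseline, 3 min after compound (agonist portion), then 2 min after EC20 capsaicin (allosteric enhancer portion). Calcium-bound dye fluorescence at 480/520 nm.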
TSG101-PTAP inh – blocks PTAP/TSG101 interaction to inhibit HIV-1 budding | Potency, µM (doses to about 115 µM), for inactives: at the top dose activity change, negative = inhibition, usual class: inhibitors | 340,000 tested, under 10 active | Fluorescence polarization, FITC-PTAP peptide / Tsg101 binding; active = well fitted inhibition curve with a large enough effect in the main read-out, with a control signal flat, not every such curve was filed as active; inconclusive = small, poorly fitted or top-dose-only effect, or effect the other way, or a change in a side signal; inactive = no such curve, though single readings can be large or run the other way; note: potency is the fitted concentration of half-maximal effect; % of control where 0% means no effect
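Steps: Tsg101 binding domain dispensed (10 uM final), compounds pinned in DMSO, FITC-labeled PTAP-motif peptide added (50 nM final); after 20 min binding at room temperature, polarization measured.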
Active calls of the source: *; ? = inconclusive; / = not tested or not shown; [ ] = dose if it differs, or a comment. Unless noted, calls come from the whole dose curve; as a rule, active = well fitted curve in the direction sought with a large enough effect; inconclusive = small, poorly fitted or top-dose-only effect, or another doubt; inactive = no such curve, though single readings can be large; an effect the other way counts as inactive or inconclusive. Random draw from the library; any-hit rate near 2.6%.

structure,uPA generation,ELG1 genotoxic,B2AR arrestin,USP2a block,Integrin act MD,BRCA1 expr up,Eya2 phos inh,p53 reactivation,ASM inhibitor,TRPV1 ag,TSG101-PTAP inh
C=CCOc1ccc(CNCc2cccnc2)cc1OCC,-3%,1%,0.2%,1%,-8%,7%,-2%,/,4%,-1,-2%
COc1ccc(C(C)NC(=O)C2CCCC2)cc1OC (centres undefined),-1%,-4%,-0.7%,2%,13%,-17%,-3%,/,1%,3,-2%
O=C(c1ccncc1)N1N=C(c2ccc(Cl)cc2)CC1c1ccccc1O (centres undefined),0%,?,0.3%,0%,2%,-55%,-8%,?,8%,0,-1%
CC1Cc2ccccc2N1C(=O)COC(=O)/C=C/c1cccc(F)c1 (centres undefined),-13%,2%,0.2%,-2%,-14%,-7%,-4%,2%,-1%,5,-5%
CCc1ccccc1N(C(=O)c1snc(C(N)=O)c1N)C(C(=O)NCC1CCCO1)c1c[nH]c2ccccc12 (centres undefined),9%,-13%,-0.2%,-18%,0%,-64%,2%,-11%,120%[activator],4,0%
O=C(NC1CCCC1)C(c1ccco1)N(C(=O)c1csnn1)c1ccccc1 (centres undefined),1%,-2%,-0.4%,1%,?,-4%,-13%,0%,2%,-1,0%
Cc1nn(-c2ccccc2)c(Cl)c1/C=C(\C#N)C(=O)NC(C)C,-20%,18%,3.0%,1%,-37%,-55%,5%,-26%,0%,?,6%
O=C1C2CCCN2C(c2ccccc2F)N1c1ccc(F)cc1 (centres undefined),-3%,15%,-0.3%,2%,15%,1%,-10%,-7%,1%,1,-7%
COc1ccc(N2CCN(C(=O)c3cc(-c4ccc(F)cc4)[nH]c3C)CC2)cc1,-7%,-11%,-0.8%,0%,-4%,-19%,5%,-5%,?,8,-1%
CCNC(=O)C1CC(=O)N(Cc2ccc3c(c2)OCO3)C(=Nc2ccc(F)cc2)S1 (centres undefined),?,13%,-0.4%,4%,17%,-4%,-1%,4%,-1%,10,-1%
CCOC(=O)CC1C(=O)NCCN1C(=S)NC(=O)c1ccccc1OC (centres undefined),14%,2%,0.0%,3%,-5%,5%,3%,2%,1%,-2,/
O=C1C2CCCN2C(c2ccccc2)N1c1ccc(Cl)cc1 (centres undefined),-11%,-10%,-0.7%,-1%,27%,24%,0%,-3%,1%,-1,-6%
OCCC1CN(Cc2nc(-c3ccccc3)cs2)CCN1CCc1ccccc1 (centres undefined),8%,-6%,-0.9%,0%,-45%[inhibitor],-5%,0%,3%,0%,5,-1%
Nc1nc(SCc2nnc(SCC(=O)O)n2-c2ccccc2)nc2sc3c(c12)CCCC3,-3%,-1%,-0.1%,3%,-11%,5%,12%,-7%,4%,0,-3%
COc1ccc(C)cc1N(CC(=O)NCCSCc1cccc(Cl)c1)S(C)(=O)=O,-3%,-8%,-0.5%,0%,-9%,-22%,-3%,/,2%,-3,-3%
Cc1ccc(C(=O)Oc2cccc(NC(=O)c3ccco3)c2)cc1S(=O)(=O)N1CCC(C)CC1,-2%,11%,0.5%,1%,16%,29%,-3%,4%,-2%,?,-7%
CN(C(=O)C12CC3CC(CC(C3)C1)C2)C1CCS(=O)(=O)C1 (centres undefined),-5%,-3%,-0.9%,2%,-6%,-21%,-9%,-6%,0%,3,-1%
CCCCn1nc2cc(C(=O)NCc3ccc(C(F)(F)F)cc3C(F)(F)F)ccc2c1OCC,17%,-5%,-0.1%,-2%,33%,-9%,-3%,-6%,39%,-3,-1%
COc1ccc(C(=O)Nc2ccccc2C(=O)N/N=C/c2ccco2)cc1,-18%,?,-0.1%,4%,6%,17%,-1%,?,-1%,29,-1%
CC(=O)N1CCc2cc(S(=O)(=O)CCC(=O)N3CCN(c4ccccc4)CC3)ccc21,-1%,-4%,-0.2%,0%,0%,1%,-21%,5%,0%,0,-3%
COc1ccc(S(=O)(=O)C(C#N)c2nc3ccccc3nc2N2CCCC(C)C2)cc1 (centres undefined),5%,-5%,-0.2%,-2%,-11%,-2%,-19%,-4%,50%[activator],3,-9%
CN(C)C(=O)Nc1ccc(F)cc1F,6%,/,/,/,17%,10%,/,/,2%,2,-3%
N#Cc1ccc(C23CC4(C2)[C@H](CN(Cc2ccc(C(F)(F)F)cc2)[C@@H]4c2ccccc2)C3c2ccccc2)cc1 (some centres undefined),24%,-4%,-0.4%,-8%,1%,0%,1%,2%,-6%,6,0%
c1ccc(Oc2nc(-c3cccnc3)nc3ccccc23)cc1,-18%,-8%,0.1%,2%,-4%,-56%,7%,-9%,-1%,?,1%

One compound at a time, as listed above.
Results for `COc1ccc(C)cc1N(CC(=O)NCCSCc1cccc(Cl)c1)S(C)(=O)=O` : uPA generation = -3%; ELG1 genotoxic = -8%; B2AR arrestin = -0.5%; USP2a block = 0%; Integrin act MD = -9%; BRCA1 expr up = -22%; Eya2 phos inh = -3%; p53 reactivation = /; ASM inhibitor = 2%; TRPV1 ag = -3; TSG101-PTAP inh = -3%
Results for `CN(C)C(=O)Nc1ccc(F)cc1F` : uPA generation = 6%; ELG1 genotoxic = /; B2AR arrestin = /; USP2a block = /; Integrin act MD = 17%; BRCA1 expr up = 10%; Eya2 phos inh = /; p53 reactivation = /; ASM inhibitor = 2%; TRPV1 ag = 2; TSG101-PTAP inh = -3%

Part of the list above, reduced to TSG101-PTAP inh, TRPV1 ag and ELG1 genotoxic:
Structure | TSG101-PTAP inh | TRPV1 ag | ELG1 genotoxic
CN(C(=O)C12CC3CC(CC(C3)C1)C2)C1CCS(=O)(=O)C1 (centres undefined) | -1% | 3 | -3%
CCCCn1nc2cc(C(=O)NCc3ccc(C(F)(F)F)cc3C(F)(F)F)ccc2c1OCC | -1% | -3 | -5%
COc1ccc(C(=O)Nc2ccccc2C(=O)N/N=C/c2ccco2)cc1 | -1% | 29 | ?
CC(=O)N1CCc2cc(S(=O)(=O)CCC(=O)N3CCN(c4ccccc4)CC3)ccc21 | -3% | 0 | -4%

(list continues)
structure,uPA generation,ELG1 genotoxic,B2AR arrestin,USP2a block,Integrin act MD,BRCA1 expr up,Eya2 phos inh,p53 reactivation,ASM inhibitor,TRPV1 ag,TSG101-PTAP inh
O=C(NC(=S)Nc1ccccc1Br)c1ccc2c(c1)OCO2,8%,?,-0.1%,0%,-6%,-22%,2%,?,3%,19,-3%
Cc1ccc(NC2CCCN(C(=O)c3cnsn3)C2)cc1C (centres undefined),7%,1%,0.2%,1%,-17%,-10%,7%,9%,0%,?,-2%
Cc1cccn2cc(COc3ccc(-c4ccccc4)cc3)nc12,-11%,?,-0.1%,-1%,3%,?,-12%,15%,-8%,-1,-3%
O=C(Nc1cccc2ccccc12)N1CCN(Cc2ccccc2)CC1,-8%,2%,-0.1%,-2%,-12%,-6%,1%,5%,0%,12,-4%
COCC(=O)Nc1cccc(C(F)(F)F)c1,0%,0%,-1.4%,-1%,-13%,0%,-18%,-4%,2%,1,-8%
Nc1c(Cl)cc(-c2[nH]c3cc(C(=O)NCCO)ccc3c(=O)c2O)cc1Cl,-2%,0%,0.0%,0%,-9%,0%,-5%,/,31%,4,-4%
O=C(NCCc1ccc(F)cc1)c1coc(=O)c(Br)c1,-22%,?,-0.4%,1%,-44%,-96%[inhibitor],-3%,?,65%,21,-3%
CCCOCC(O)CC(Cc1ccccc1)C(=O)NN (centres undefined),14%,-1%,-1.2%,1%,37%,11%,0%,-2%,2%,1,2%
COc1ccc(S(=O)(=O)N2CCCCCC2)cc1C(=O)N1CCN(c2ccc(F)cc2)CC1,-3%,/,/,/,4%,-14%,/,/,-1%,/,-14%
O=C(CN1CCc2ccccc2C1)Nc1ccccc1F,4%,-2%,-0.1%,3%,18%,-1%,-16%,-4%,3%,?,-2%
O=C(COC(=O)c1cccc(Cl)c1)NC(=O)NCc1ccccc1,1%,-3%,0.0%,-1%,6%,-23%,-18%,6%,-2%,/,-3%
Cc1nc2ccccc2n1CC(O)COCC1CC=CCC1 (centres undefined),-2%,-11%,0.1%,1%,-49%[inhibitor],-11%,6%,0%,3%,28,-10%
On1nnc2ccc3ccccc3c21,1%,0%,-0.2%,3%,-12%,-11%,-12%,-14%,0%,1,-2%
